Source: PubChem BioAssay (National Center for Advancing Translational Sciences (NCATS))
KCNH2 3.1 block: blocks the human KCNH2 3.1 channel isoform | U2OS KCNH2 3.1, thallium flux FluxOr; hits give low values | activity change, % (tested at about 1.8 µM) | AID 720553 | actives 0.95% (n = 340,000);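 active = maximum activity change below -70%; inconclusive = maximum activity change from -70% to -50%; inactive = maximum activity change above -50%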;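 note: thallium influx rate constant from kinetic fluorescence after stimulation buffer; % is set by controls: 0 for no effect and ±100 for the full control effect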
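We transduce U2OS cells with the mutant 3.1 virus, culture them overnight, load FluxOr with Red40 quencher for 45 min, then add stimulation buffer and read kinetically for 2 min to derive a normalized rate constant.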
MLL CXXC-DNA inh: blocks binding of human MLL CXXC domain to DNA. Q03164. MLL-CXXC / FITC-HOXA9 DNA fluorescence polarization. Potency, µM (highest dose often 115 µM), for inactives: at the top dose activity change, negative = inhibition, hits mostly inhibitors. actives 0.037% (n = 290,000). AID 2662; active = well fitted inhibition curve with a large enough effect in the polarisation, with a control signal flat, not every such curve was filed as active; inconclusive = small, poorly fitted or top-dose-only effect, or effect the other way, or a change in a side signal; inactive = no such curve, though single readings can be large or run the other way; the % refers to the polarisation; note: potency is the fitted concentration of half-maximal effect
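Purified MLL-CXXC (added from a 7 uM solution) was preincubated 5 min at ambient with pinned compounds in 50 mM Tris-HCl pH 7.5, 50 mM NaCl, 1 mM DTT, 0.05% BSA. Fluorescein-labeled HOX-A9 DNA (50 nM solution) followed, 30 min, then polarization read.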
Integrin act MD: integrin-mediated muscular dystrophy alleviation activation; actives 0.064% (n = 350,000); alpha7betagal myoblasts, beta-gal FDG fluorescence, 48 h; Potency, µM (doses to about 38.3 µM), without a hit: at the top dose activation, actives largely listed as activators;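 note: potency is the fitted concentration of half-maximal effect; 100% = response of the positive control SU9516; nearly all actives have a fitted effect of over 60% in size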
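alpha7betagal+/- myoblasts (passage 13, 250/well) treated 48 h at 37C with compounds at 1:260 dilution of DMSO stock. Lysed, then beta-galactosidase activity read as FDG fluorescence (ex 480/em 540) after 30 min, with pre-read for autofluorescence.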
GALK inhibitor: blocks human galactokinase activity; Potency, µM (titrated, usually from 57.5 µM), inactives show top-dose activity change, negative = inhibition, hits mostly inhibitors; Purified GALK, Kinase-Glo residual ATP luminescence; P51570; actives 0.007% (n = 270,000); note: potency is the fitted concentration of half-maximal effect; % is set by controls: 0 for no effect and ±100 for the full control effect
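Human GALK (5 nM) with 35 uM ATP and 100 uM galactose in 20 mM HEPES pH 8.0, 5 mM MgCl2, 60 mM NaCl, 1 mM DTT, 0.01% BSA. After 1 h at room temperature, leftover ATP was read by Kinase-Glo Plus luminescence.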
TRPV1 ag: agonists of human vanilloid receptor 1 (TRPV1). TRPV1-expressing cells, Fluo-8 calcium influx, agonist mode. activation, % at 8.33 µM. actives 0.19% (n = 320,000). AID 540275; in the data active = activation above about 80%; inconclusive = between about 30% and that limit; note: 0% is about no effect
Target sequence (Q8NER1 whole entry, looked up): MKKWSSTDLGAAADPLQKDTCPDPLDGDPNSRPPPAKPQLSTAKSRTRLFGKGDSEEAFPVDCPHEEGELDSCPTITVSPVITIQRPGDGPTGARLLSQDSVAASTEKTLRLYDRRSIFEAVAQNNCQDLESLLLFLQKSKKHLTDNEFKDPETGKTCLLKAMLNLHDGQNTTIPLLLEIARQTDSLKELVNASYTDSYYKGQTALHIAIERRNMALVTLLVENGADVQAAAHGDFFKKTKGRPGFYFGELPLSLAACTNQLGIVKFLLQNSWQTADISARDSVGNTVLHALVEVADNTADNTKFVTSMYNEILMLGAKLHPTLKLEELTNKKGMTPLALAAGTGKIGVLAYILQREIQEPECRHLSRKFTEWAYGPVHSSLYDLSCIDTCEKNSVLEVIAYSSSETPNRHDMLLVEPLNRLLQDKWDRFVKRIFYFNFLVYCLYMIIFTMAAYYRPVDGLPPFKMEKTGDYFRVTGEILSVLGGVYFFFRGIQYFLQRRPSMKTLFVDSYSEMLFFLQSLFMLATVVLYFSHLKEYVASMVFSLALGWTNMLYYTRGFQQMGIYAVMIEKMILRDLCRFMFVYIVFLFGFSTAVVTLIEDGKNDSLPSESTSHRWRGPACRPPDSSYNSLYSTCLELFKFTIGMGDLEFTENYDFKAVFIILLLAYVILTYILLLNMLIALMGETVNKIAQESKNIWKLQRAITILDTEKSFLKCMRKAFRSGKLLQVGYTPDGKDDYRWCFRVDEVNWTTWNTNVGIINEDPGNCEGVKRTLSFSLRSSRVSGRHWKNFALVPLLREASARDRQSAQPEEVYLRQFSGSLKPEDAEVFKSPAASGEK
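TRPV1-expressing cells were cultured overnight at 35.5C and loaded with Fluo-8 calcium dye for 40 to 90 min at room temperature. After a 10 s baseline, compound was added and calcium influx was read kinetically for 3 min (ex 480/em 520 nm).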
S-ASM inh: inhibitors of human secretory acid sphingomyelinase. actives 0.006% (n = 340,000). placental ASM, HMU-PC fluorogenic substrate, 60 min. Potency, µM (titrated, usually from 57.5 µM), for the others: top-dose activity change, negative = inhibition, usual class: inhibitors. P17405; note: potency is the fitted concentration of half-maximal effect
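Human placenta-derived ASM enzyme was preincubated with compound for 10 minutes at room temperature, then given fluorogenic substrate HMU-PC0 (9 uM final) for 60 minutes at 37 °C; a pH 10 stop preceded fluorescence reading at Ex 386/Em 447 nm.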
A-T KAP1 phos: potential ataxia-telangiectasia treatments restoring KAP-1 phosphorylation; […] A-T fibroblasts, KAP-1 phosphorylation AlphaLISA; neocarzinostatin DNA damage 30 min before lysis; Potency, µM (highest dose often 57.5 µM), without a hit: at the highest dose activation, actives largely listed as activators; actives 0.19% (n = 320,000); AID 485349; note: potency is the fitted concentration of half-maximal effect; % of control where 0% means no effect; nearly all actives have a fitted effect of over 45% in size
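hTERT-immortalized A-T patient fibroblasts ([…]), 500 cells/well in OPTI-MEM, 1% FBS, got compounds for 60 min, then NCS for 30 min at 37C. Lysates were then assayed for phospho-KAP-1 by AlphaLISA (anti-pKAP1 donor, anti-KAP1 acceptor beads), 6 hr at 25C.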
KCNH2 WT inh: inhibitors of human wildtype KCNH2 potassium channel; Q12809; U2OS, BacMam KCNH2, thallium flux FluxOr; hits give low values; activity change, % at 1.84 µM; actives 0.37% (n = 340,000);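 active = maximum activity change below -70%; inconclusive = maximum activity change between -70% and -50%; inactive = maximum activity change above -50%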; note: % is set by controls: 0 for no effect and ±100 for the full control effect
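U2OS cells transduced with wild-type KCNH2 virus are loaded with FluxOr dye for 45 min, and thallium flux is measured in kinetic reads before and after stimulation buffer. Rate constants are normalized to DMSO controls.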
MBNL1 CUG block: blocks human MBNL1 binding to CUG repeat RNA | Q9NR56 | TR-FRET MBNL1-His/biotin-(CUG)12 binding, 665/545 ratio | Potency, µM (titrated, usually from 57.5 µM), inactives show at the highest dose activity change, negative = inhibition, most hits filed as inhibitors | actives 0.036% (n = 280,000) | AID 2675; active = well fitted inhibition curve with a large enough effect in the signal ratio, with a control signal flat, not every such curve was filed as active; inconclusive = small, poorly fitted or top-dose-only effect, or effect the other way, or a change in a side signal; inactive = no such curve, though single readings can be large or run the other way; the % refers to the signal ratio; note: potency is the fitted concentration of half-maximal effect; % is set by controls: 0 for no effect and ±100 for the full control effect
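Compound titration spanned 92 nM–58 uM against the MBNL1-His/biotin-(CUG)12 complex. After 60 min at room temperature with 5 nM streptavidin-XL665 and 0.055 ng/ul terbium anti-His, ratiometric 665/545 nm emission (Ex 340 nm) normalized to controls.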
Coupling enz: inhibits coupling enzyme system, counter-screen for aldolase hits; coupling enzyme system counterscreen, AmpLite Red fluorescence; activity change, negative = inhibition, % at 58.2 µM, hits read low; actives 0.67% (n = 290,000); in the data active = activity change below about -30%; note: % is set by controls: 0 for no effect and ±100 for the full control effect
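Compounds tested against the coupling enzymes alone at 57.5 uM final; readout was AmpLite Red fluorescence (525/598 nm) after 20 min at RT.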
Active calls of the source: *; [ ] = remark or other dose. Unless noted, calls come from the whole dose curve; as a rule, active = well fitted curve in the direction sought with a large enough effect; inconclusive = small, poorly fitted or top-dose-only effect, or another doubt; inactive = no such curve, though single readings can be large; an effect the other way counts as inactive or inconclusive.

CCCC(=O)Nc1nc2ccc(OC)cc2s1 was read as KCNH2 3.1 block -8, MLL CXXC-DNA inh 8%, Integrin act MD 17%, GALK inhibitor 1%, TRPV1 ag -5, S-ASM inh -2%, A-T KAP1 phos 16%, KCNH2 WT inh -12, MBNL1 CUG block -3% and Coupling enz -2.
For Cc1ccc(NC(=O)CCn2c(=O)[nH]c3ccsc3c2=O)cc1 the results were KCNH2 3.1 block 7, MLL CXXC-DNA inh 3%, Integrin act MD 2%, GALK inhibitor 6%, TRPV1 ag -2, S-ASM inh 0%, A-T KAP1 phos 0%, KCNH2 WT inh -5, MBNL1 CUG block -11% and Coupling enz 4.
Screening COC1=C(Nc2ccccc2OC)C(=O)c2ccccc2C1=O returned KCNH2 3.1 block 0, MLL CXXC-DNA inh -10%, Integrin act MD -20%, GALK inhibitor 0%, TRPV1 ag 0, S-ASM inh -1%, A-T KAP1 phos -32%, KCNH2 WT inh 2, MBNL1 CUG block inconclusive and Coupling enz -27.
For COc1cccc(C2CC(c3ccc(Cl)cc3)n3nc(N)nc3N2)c1 (stereo not given) the results were KCNH2 3.1 block -6, MLL CXXC-DNA inh 0%, Integrin act MD 0%, GALK inhibitor 3%, S-ASM inh 0%, A-T KAP1 phos 10%, KCNH2 WT inh 0, MBNL1 CUG block -1% and Coupling enz 3.
Screening C[C@@H]1C(c2ccccc2)=NN(c2ccccc2)[C@H]1C(=O)N1CCOC1=O returned KCNH2 3.1 block -2, Integrin act MD -34%, S-ASM inh 200%[activator], A-T KAP1 phos -17%, KCNH2 WT inh 10 and Coupling enz 0.
For CC(=O)c1cccc(NC(=O)C2(c3ccccc3)CC2(Cl)Cl)c1 (stereo not given) the results were KCNH2 3.1 block -4, MLL CXXC-DNA inh 9%, Integrin act MD 1%, GALK inhibitor -1%, TRPV1 ag 2, S-ASM inh -6%, A-T KAP1 phos 4%, KCNH2 WT inh -2, MBNL1 CUG block 0% and Coupling enz 2.
For Cn1cc(SCC(=O)NCc2ccc3c(c2)OCO3)c2ccccc21 the results were KCNH2 3.1 block -9, MLL CXXC-DNA inh 9%, Integrin act MD 1%, GALK inhibitor -1%, TRPV1 ag 0, S-ASM inh 0%, A-T KAP1 phos -10%, KCNH2 WT inh -3, MBNL1 CUG block -2% and Coupling enz -2.
For FC(F)(F)c1cccc(OCC2CNC(=S)O2)c1 (stereo not given) the results were KCNH2 3.1 block -1, MLL CXXC-DNA inh 43%[activator], Integrin act MD 8%, GALK inhibitor -1%, TRPV1 ag 12, S-ASM inh 8%, A-T KAP1 phos 10µM*, KCNH2 WT inh -9 and Coupling enz 1.
COc1ccc2[nH]c(=O)c(CN(Cc3ccco3)Cc3nnnn3Cc3ccccc3)cc2c1 was read as KCNH2 3.1 block -12, MLL CXXC-DNA inh 2%, Integrin act MD -44%[inhibitor], GALK inhibitor 1%, TRPV1 ag 1, S-ASM inh 20%, A-T KAP1 phos inconclusive, KCNH2 WT inh -4, MBNL1 CUG block inconclusive and Coupling enz -9.
`Cc1csc(NC(=O)c2cc(-c3ccncc3)nc3ccccc23)n1` gave KCNH2 3.1 block 4, MLL CXXC-DNA inh -3%, Integrin act MD 0%, GALK inhibitor 0%, TRPV1 ag -1, S-ASM inh 1%, A-T KAP1 phos 3%, KCNH2 WT inh 2, MBNL1 CUG block 22% and Coupling enz 0.
For CC1NC(=O)NC1CCCCCC(=O)Nc1ccc(F)c(Cl)c1 (stereo not given) the results were KCNH2 3.1 block -7, MLL CXXC-DNA inh 17%, Integrin act MD -1%, GALK inhibitor -1%, TRPV1 ag 3, S-ASM inh 2%, A-T KAP1 phos 1%, KCNH2 WT inh -3 and Coupling enz -5.
For c1ccc(N=Nc2ccc3cccccc2-3)cc1 the results were KCNH2 3.1 block -9, Integrin act MD -47%[inhibitor], S-ASM inh -20% and KCNH2 WT inh -10.

Looked up one by one from the entries so far (two):
For c1ccc(N=Nc2ccc3cccccc2-3)cc1 the results were KCNH2 3.1 block -9, Integrin act MD -47%[inhibitor], S-ASM inh -20% and KCNH2 WT inh -10.
For COc1cccc(C2CC(c3ccc(Cl)cc3)n3nc(N)nc3N2)c1 (stereo not given) the results were KCNH2 3.1 block -6, MLL CXXC-DNA inh 0%, Integrin act MD 0%, GALK inhibitor 3%, S-ASM inh 0%, A-T KAP1 phos 10%, KCNH2 WT inh 0, MBNL1 CUG block -1% and Coupling enz 3.

Further results follow.
Screening [O-]C1=N/[N+](=C/c2ccccc2)CC1 returned KCNH2 3.1 block -5, MLL CXXC-DNA inh -4%, Integrin act MD 12%, GALK inhibitor 0%, TRPV1 ag 7, S-ASM inh 0%, A-T KAP1 phos -9%, KCNH2 WT inh -4, MBNL1 CUG block -5% and Coupling enz 1.
`O=C1CC(C(=O)NCCc2ccccc2)SC(=Nc2ccccc2)N1` (stereo not given) gave KCNH2 3.1 block -2, MLL CXXC-DNA inh 2%, Integrin act MD -3%, TRPV1 ag 2, S-ASM inh 3%, A-T KAP1 phos -9%, KCNH2 WT inh -1, MBNL1 CUG block 6% and Coupling enz 0.
Screening Cc1csc(NC(=O)CSc2nnc(-c3ccccn3)n2-c2ccc(C)c(C)c2)n1 returned KCNH2 3.1 block 1, MLL CXXC-DNA inh -1%, Integrin act MD -5%, GALK inhibitor 0%, TRPV1 ag 0, S-ASM inh -1%, A-T KAP1 phos 10%, KCNH2 WT inh 26, MBNL1 CUG block -5% and Coupling enz 2.
Cc1cc(OCc2cc(C(=O)N3CCN(C)C(=O)[C@@H]3C)no2)cc(C)c1Cl was read as KCNH2 3.1 block 11, MLL CXXC-DNA inh -5%, Integrin act MD -39%, GALK inhibitor -3%, TRPV1 ag 29, S-ASM inh -2%, A-T KAP1 phos 1%, KCNH2 WT inh -4 and MBNL1 CUG block -7%.
Screening O=C(CS(=O)(=O)c1c[nH]c2ccccc12)N1CCCc2ccccc21 returned KCNH2 3.1 block 1, MLL CXXC-DNA inh -1%, Integrin act MD 6%, GALK inhibitor -1%, TRPV1 ag 2, S-ASM inh -3%, A-T KAP1 phos 4%, KCNH2 WT inh -4, MBNL1 CUG block -6% and Coupling enz -3.
Cc1cccc(CN2C(=O)CCSc3ccc(Cl)cc32)c1 was read as KCNH2 3.1 block 1, MLL CXXC-DNA inh -4%, Integrin act MD 3%, GALK inhibitor 0%, TRPV1 ag -3, S-ASM inh -5%, A-T KAP1 phos 11%, KCNH2 WT inh 1, MBNL1 CUG block 4% and Coupling enz 3.
`CCCCNC(=O)[C@H](Cc1c[nH]c2ccccc12)NC(=O)c1ccccc1Cl` gave KCNH2 3.1 block -25, MLL CXXC-DNA inh 2%, Integrin act MD 18%, GALK inhibitor -2%, TRPV1 ag 0, S-ASM inh -9%, A-T KAP1 phos -10%, KCNH2 WT inh -21, MBNL1 CUG block -13% and Coupling enz -13.
For CCOCC(=O)N1CCN(c2ccc(F)cc2)CC1 the results were KCNH2 3.1 block -20, MLL CXXC-DNA inh -3%, Integrin act MD 15%, GALK inhibitor 2%, TRPV1 ag 0, S-ASM inh -1%, A-T KAP1 phos 3%, KCNH2 WT inh -6, MBNL1 CUG block 3% and Coupling enz 0.
Screening Cc1cc(O)c(Sc2ccc(Cl)cc2)c(=O)[nH]1 returned KCNH2 3.1 block -11, Integrin act MD 12%, S-ASM inh 1% and KCNH2 WT inh 4.
Screening CC(C)(Oc1ccc(Cl)cc1)C(=O)Nc1c2c(nn1C(C)(C)C)CS(=O)(=O)C2 returned KCNH2 3.1 block 2, Integrin act MD 8%, TRPV1 ag 15, S-ASM inh 1%, A-T KAP1 phos 19% and KCNH2 WT inh 4.
Screening CC1(C)OC(c2ccccc2)=C/C(=C/C=C2C(=O)c3ccccc3C2=O)O1 returned KCNH2 3.1 block -6, MLL CXXC-DNA inh 54%[activator], Integrin act MD -1%, GALK inhibitor 6%, TRPV1 ag 11, S-ASM inh -14%, A-T KAP1 phos -1%, KCNH2 WT inh 1, MBNL1 CUG block 15% and Coupling enz -2.
Nc1nn2c(-c3ccccc3)cc(=O)[nH]c2c1N=Nc1ccc(Br)cc1 was read as KCNH2 3.1 block 17, MLL CXXC-DNA inh -4%, Integrin act MD -1%, GALK inhibitor -1%, TRPV1 ag -2, S-ASM inh inconclusive, A-T KAP1 phos 0%, KCNH2 WT inh 15, MBNL1 CUG block -3% and Coupling enz 0.
